DT40 TDP1 CPT = growth inhibition of DT40 Tdp1-/-;hTDP1 cells with camptothecin (screen for TDP1 inhibitors); chicken DT40 Tdp1-/-;hTDP1 cells + 20 nM CPT, ATP luminescence, 48 h; Potency, µM (titrated, usually from 46.2 µM), for inactives: at the highest dose activity change, negative = growth inhibition, usual class: inhibitors; actives 12% (n = 420,000); AID 686979; note: nearly all actives have a fitted effect of over 55% in size
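Cell growth measured by CellTiter-Glo luminescence after a minimum 48 h, 37 C compound exposure with 20 nM CPT in Tdp1-knockout DT40 cells stably expressing hTDP1, seeded 400/well; qHTS titration format.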
DT40 TDP1 no CPT = qHTS for Inhibitors of human tyrosyl-DNA phosphodiesterase 1 (TDP1): qHTS in cells in absence of CPT; Potency, µM (highest dose often 46.2 µM), for inactives: at the top dose activity change, negative = growth inhibition, most hits filed as inhibitors; DT40 Tdp1-/- hTDP1 cells, no CPT, ATP luminescence, 48 h; actives 15% (n = 420,000); AID 686978, 2013; note: nearly all actives have a fitted effect of over 55% in size
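Growth kinetics read by CellTiter-Glo luminescence after ≥48 hr at 37 °C. Cells: DT40 Tdp1-/- stably carrying human TDP1, 400 per well, compound exposure in the absence of CPT (DMSO vehicle).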
TDP1 inh = TDP1 (human) enzyme inhibition; Q9NUW8; recombinant TDP1, AlphaScreen DNA substrate cleavage; Potency, µM (doses to about 130 µM), for inactives: at the top dose activity change, negative = inhibition, most hits filed as inhibitors; actives 0.28% (n = 350,000); AID 485290; note: nearly all actives have a fitted effect of over 40% in size
Target sequence (Q9NUW8 whole entry, looked up): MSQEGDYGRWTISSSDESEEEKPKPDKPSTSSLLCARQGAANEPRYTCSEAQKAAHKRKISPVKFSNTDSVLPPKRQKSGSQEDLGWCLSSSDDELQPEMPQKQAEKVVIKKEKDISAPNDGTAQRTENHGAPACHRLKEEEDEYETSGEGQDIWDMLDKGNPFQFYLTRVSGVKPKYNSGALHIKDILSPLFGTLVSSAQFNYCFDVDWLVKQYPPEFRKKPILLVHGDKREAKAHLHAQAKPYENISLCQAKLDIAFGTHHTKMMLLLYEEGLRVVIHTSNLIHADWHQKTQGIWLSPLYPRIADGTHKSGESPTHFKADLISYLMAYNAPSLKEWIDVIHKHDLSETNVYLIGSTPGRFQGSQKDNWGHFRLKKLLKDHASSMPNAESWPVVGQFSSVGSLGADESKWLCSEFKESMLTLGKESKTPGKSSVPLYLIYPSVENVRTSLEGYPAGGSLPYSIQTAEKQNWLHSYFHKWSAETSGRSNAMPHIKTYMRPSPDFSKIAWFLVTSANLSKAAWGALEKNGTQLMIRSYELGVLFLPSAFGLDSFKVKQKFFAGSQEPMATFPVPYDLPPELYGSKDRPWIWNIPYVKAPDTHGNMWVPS
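Here, a 5' biotin and 3' phosphotyrosine-FITC DNA oligonucleotide reports Tdp1 activity: intact substrate bridges AlphaScreen beads, while cleavage leaves a 3' phosphate and drops signal. All incubations at room temperature.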
An asterisk follows results filed as active; ? = inconclusive; nt = not tested or not shown; & = joins results of further samples; [ ] = remark or other dose. Calls come from the whole dose curve; as a rule, active = well fitted curve in the direction sought with a large enough effect; inconclusive = small, poorly fitted or top-dose-only effect, or another doubt; inactive = no such curve, though single readings can be large; an effect the other way counts as inactive or inconclusive. % is set by controls: 0 for no effect and ±100 for the full control effect; potency is the fitted concentration of half-maximal effect.

SMILES	DT40 TDP1 CPT	DT40 TDP1 no CPT	TDP1 inh
Cc1cc(C(=O)C(=O)Nc2nnc(C(C)C)s2)c(C)n1-c1ccccc1	?	-10%	9%
CCCCC(=NCCc1c(C)[nH]c2ccc(OC)cc12)C1=C(O)CC(c2ccccc2)CC1=O (centres undefined)	4.1µM*	4.1µM*	6%
COc1ccc(N2CCN(Cc3cc(=O)oc4cc(C)c(Cl)cc34)CC2)cc1	?	-23%	-2%
CC(C)Oc1ccc(C(CC(=O)N(C)CCC#N)c2ccc(F)cc2)cc1 (centres undefined)	?	?	3%
CCOc1ccc(C(c2c(O)cc(C)n(Cc3ccco3)c2=O)N2CCN(C)CC2)cc1 (centres undefined)	-12%	-9%	8%
CCCCC(=O)Nc1cccc(NC(=O)c2ccc3c(c2)OCO3)c1	-24%	-28%	0%
COc1ccc(C(=O)Nc2cc3c(cc2C#N)OCO3)cc1S(=O)(=O)N1CCN(C)CC1	7%	2%	0%
CC(NC(=O)COC(=O)/C=C/c1ccc([N+](=O)[O-])cc1)c1ccccc1 (centres undefined)	-4%	-8%	1%
O=CC1=C(N2CCOCC2)/C(=C/c2ccc(Cl)cc2)CC1	?	21µM*	0%
C[C@@H]1CN([C@H](C)CO)C(=O)c2cc(NC(=O)Cc3ccccc3)ccc2O[C@H]1CN(C)Cc1ccc(Oc2ccccc2)cc1	?	?	4%
Cc1ccc(Nc2nc(C(=O)N3CCC(C(=O)NC(C)C)CC3)cs2)cc1	-12%	-1%	nt
Cc1onc(-c2ccccc2)c1C(=O)c1c[nH]c(C(=O)NCc2ccccn2)c1	-21%	?	9%
COc1ccc(S(=O)(=O)N2CCC(C(=O)NCC(=O)Nc3c(C)cccc3C)CC2)cc1OC	-12%	?	nt
CCC(C)n1c(-c2cccc(S(=O)(=O)N(CC)CC)c2)n[nH]c1=S (centres undefined)	-19%	?	3%
CCN1c2ccccc2-c2nc(SCC(=O)NCc3ccc(Cl)cc3)ncc2S1(=O)=O	?	?	5%
COc1ccc(C(=O)N2CC(c3ccccc3)CC2=O)cc1 (centres undefined)	?	25%	5%
CC(C)NC(=O)N(O)C1N(C(C)C)C(=O)N(Cc2ccc3c(c2)OCO3)C1(C)C (centres undefined)	10%	0%	-2%
CC(=O)n1c2ccccc2c2nc(NC(C)C)sc21	?	?	4%
CCC(C)c1ccccc1OCC(=O)NN1C(=O)c2ccccc2C1=O (centres undefined)	-2%	-3%	nt
CCOC(=O)C1CCCN(Cc2nc(N)nc(Nc3ccc(C)cc3)n2)C1 (centres undefined)	?	?	9%
CCOC(=O)/C(=C\c1ccc(C)cc1)NC(=O)c1ccccc1	8%	-22%	0%
COc1cc(C(=O)COC(=O)c2ccco2)cc(OC)c1OC	2%	4%	-1%
CCc1nc2c(OCCC3CCCCC3)cccn2c1N(C)C(=O)c1ccncc1	16µM*	15µM*	nt
Cc1nn(Cc2c(Cl)cccc2Cl)c(C)c1C(=O)NCc1ccc(C)n1C	?	-27%	4%
CC(=O)Nc1ccc2c(c1)Cc1cc(N3C(=O)C=CC3=O)ccc1-2	1µM*	1.3µM*	nt

New compounds follow:
SMILES	DT40 TDP1 CPT	DT40 TDP1 no CPT	TDP1 inh
O=C(Cc1ccc(F)cc1)Nc1cc(S(=O)(=O)N2CCOCC2)ccc1N1CCCCC1	?	23µM*	nt
S=C(NCc1ccco1)N1CCN(c2cccc(Cl)c2)CC1	?	?	8%
Cn1c(Cc2ccc3c(c2)OCO3)nnc1SCC(=O)N1CCc2ccccc2C1	-2%	-5%	-3%
CCOC(=O)/C(C#N)=C/Nc1ccccc1OC	-11%	-5%	5%
CC(=O)Nc1ccc(S(=O)(=O)NC2(C(F)(F)F)NC(=O)N(C3CCCCC3)C2=O)cc1 (centres undefined)	-6%	-10%	2%
CCCCn1c(=O)[nH]c(=O)c2c1nc(-c1ccccc1F)n2Cc1ccccc1	?	?	2%
Cc1cccnc1NC(=O)c1ccc(Br)o1	-24%	-2%	0%
COC(=O)Cn1c(CCS(=O)(=O)c2ccc(C)cc2)nc2ccccc21	?	?	3%&1%
CCOc1ccccc1Nc1sc(C(=O)c2ccc(Cl)cc2)c(N)c1S(=O)(=O)c1ccccc1	-30%	?	1%
Cn1cncc1C#Cc1c(C=O)n(C)c2ccccc12	?	-13%	56µM*
COC(=O)c1nn(-c2ccc(OC)cc2)c(=O)cc1Sc1ccc(C)cc1	-2%	-10%	-3%
Cc1nc2ccccn2c1-c1ccnc(=S)[nH]1	5.8µM*	23µM*	3%
CCc1c(C)nc2c(Br)cccc2c1SCCC#N	?	?	0%
CC1(C)CC(NCc2ccccc2)CCO1 (centres undefined)	3%	-10%	2%
CCOc1ccc(C(CCc2ccccc2)NC(=O)c2ccc(OC)c(OC)c2)cc1OCC (centres undefined)	?	?	1%
Cc1ccc(C)c(N2CCN(C(=O)c3cc4c(=O)oc5ccccc5c4s3)CC2)c1	-13%	-4%	-3%
O=S(=O)(c1ccccc1)c1nc(-c2ccco2)oc1NCCN1CCOCC1	-19%	-3%	7%
O=C1CN(C(=O)c2ccc(F)cc2)c2ccccc2N1	20%	-18%	3%
CCc1ccc(C(CC(=O)O)N2Cc3ccccc3C2=O)cc1 (centres undefined)	-2%	14%	nt
O=C(NNC(=O)c1nn(-c2ccc(F)cc2)ccc1=O)c1ccc(C(F)(F)F)cc1	-1%	0%	0%
Cc1cccc(S(=O)(=O)Nc2ccc(S(=O)(=O)Nc3nccs3)cc2)c1	-4%	0%	2%
CCN(CC)CCNC(=O)c1ccc(NC(=O)COc2ccc3c(c2)CCC3)cc1	?	?	2%
CCCCSc1nc2sc3c(c2c(=O)[nH]1)CCC3	-15%	0%	3%
CSc1nc2ccc(N3C(=O)C4CCCCC4C3=O)cc2s1 (centres undefined)	4%	-6%	0%
Cc1nc(NC(=O)c2c(-c3ccccc3)c(-c3ccccc3)nn(C)c2=O)sc1C	0.46µM*	0.58µM*	7%

Later entries
SMILES	DT40 TDP1 CPT	DT40 TDP1 no CPT	TDP1 inh
Cc1ccc(N2CC(C(=O)OCC(=O)c3ccc([N+](=O)[O-])cc3)CC2=O)cc1 (centres undefined)	-20%	-3%	5%[0.0935 µM]
CCCCNC(=O)[C@H]1N2C(=O)c3c(ccc(OC)c3OC)C2SC1(C)C (some centres undefined)	-11%	-24%	nt
CCc1ccc(C(=O)COC(=O)C(CCSC)NC(=O)C23CC4CC(CC(C4)C2)C3)cc1 (centres undefined)	-2%	17%	0%
O=c1cc(-c2cc3ccccc3o2)c2cc(O)ccc2o1	-47%	?	50µM*
O=C(CN1CCN(Cc2ccc3c(c2)OCO3)CC1)Nc1ccc2c(c1)OCCO2	-2%	?	3%
COC(=O)C1(CCSC)NC(c2ccccc2F)C2C(=O)N(c3ccc4c(c3)OCCO4)C(=O)C21 (centres undefined)	-17%	9%	-5%
Cc1ccc(-c2cc(NC(=O)c3ccccc3Cl)on2)cc1	?	-14%	7%
Cc1ccc(-n2c(=O)c3oc4ccccc4c3n(Cc3ccccc3)c2=O)cc1C	21µM*	13µM*	0%
Cn1c(=O)c2c(ncn2Cc2cccc(Cl)c2)n(C)c1=O	?	?	8%
CCc1nnc(NC(=O)CCC(=O)N2CCN(S(=O)(=O)c3cc(Cl)ccc3OC)CC2)s1	-4%	-8%	5%
CCc1cccc(C)c1NS(=O)(=O)c1ccc2c(c1)NC(=O)C(C)C(=O)N2 (centres undefined)	?	-4%	3%
COc1cc(CCC(=O)OCC(=O)Nc2c(C)cccc2C(C)C)cc(OC)c1OC	-2%	3%	0%
O=C(NC1CCCC1)C1CC(c2ccc(F)cc2)=NO1 (centres undefined)	-3%	-11%	2%
O=C(O)/C(=C\c1ccc(Cl)c([N+](=O)[O-])c1)c1ccc(S(=O)(=O)N2CCCC2)s1	2%	18%	-14%[56.1 µM]
CCOc1cc(/C=C(/C#N)c2ccc(F)cc2)ccc1OCc1ccc(C(=O)O)o1	?	?	3%
COC(=O)CN1C(c2ccccc2)=Nc2ccc(Cl)cc2C1c1ccccc1 (centres undefined)	-35%	-25%	0%
CCC1(c2ccc(F)cc2)NC(=O)N(CC(=O)N2CCOCC2)C1=O (centres undefined)	12%	4%	5%
CCN(CC)S(=O)(=O)c1ccc2c(c1)c(=O)c(C(=O)NCCc1ccccc1)cn2C	?	?	5%
CC1(C)Cc2c(oc3ncn4ncnc4c23)CO1	3%	-2%	2%
Cc1nn(-c2ccccc2)c(C)c1NC(=O)COc1cc(F)ccc1[N+](=O)[O-]	?	?	2%
Cc1cc(/C=C(/C#N)C(=O)Nc2ccc(Cl)cc2)c(C)n1-c1cccnc1	-22%	?	0%
CNC1(C(N)=O)CCN(Cc2ccccc2)CC1	17%	13%	nt
CCC(C)(C(=O)NC1CCCCC1)N(C)C(=O)c1ccccn1 (centres undefined)	8%	-12%	4%
COc1ccc(S(=O)(=O)N(C)CC(=O)Nc2ccc3c(c2)OCO3)cc1OC	-11%	?	-2%
CCOc1ccc(C(C(=O)NC2CCCC2)N(CCCO)C(=O)c2ccc(-c3ccccc3)[nH]2)cc1 (centres undefined)	21µM*	18µM*	8%

Following part:
SMILES	DT40 TDP1 CPT	DT40 TDP1 no CPT	TDP1 inh
CC1CCCN(S(=O)(=O)c2cc(C(=O)NCCc3ccc(S(N)(=O)=O)cc3)ccc2Cl)C1 (centres undefined)	?	?	nt
Cc1ccc(C2CC(=O)Oc3cc(C)c(Br)c(C)c32)cc1 (centres undefined)	0%	-13%	-6%[56.1 µM]
COc1ccc(-c2[nH]ncc2/C=N\NS(=O)(=O)c2ccccc2)cc1OC	?	?	6%
Cc1ccc(-c2cc(=O)c3ccc(F)cc3[nH]2)cc1	18µM*	13µM*	-4%
CC(C)c1ccc(NC(=O)Cn2nnc(C(=O)NCCc3ccccc3)c2N)cc1	9%	6%	1%
CCNc1nc(SCCOc2ccccc2)nc(N(C)C)n1	?	?	-13%
Cc1ccc2nc3c(cc2c1)CN(Cc1ccco1)C(=NCC1CCCO1)S3 (centres undefined)	?	?	3%
CCOc1ncccc1C(=O)OC(C)C(=O)NC(=O)NC1CCCCC1 (centres undefined)	-97%	?	-2%
CCOC(=O)C(=CNc1ccc(O)c(C(=O)OC)c1)C(=O)OCC	?	-29%	nt
CCc1ccc(CNC(=O)CCC(=O)N2Cc3cccc(OC)c3Oc3ncccc32)cc1	?	?	2%&4%
CCc1ccccc1NC(=O)CC(c1ccc(F)cc1)N1Cc2ccccc2C1=O (centres undefined)	23µM*	23µM*	6%
COc1cc(Nc2cc(C)nc3nc(C)nn23)cc(OC)c1OC	?	-15%	8%
Cc1ccc(S(=O)(=O)N(CC(=O)O)c2ccc(Cl)c(C(F)(F)F)c2)cc1	1%	5%	8%
COc1cccc(C(N)=O)c1	6%	-1%	nt
Cc1ccc(S(=O)(=O)N2CCCCC2)cc1C(=O)N1CCCC1	-2%	1%	1%
COCCCNC(=O)Cn1cc(/C=C(\C#N)C(=O)N2CCN(c3ccccc3)CC2)c2ccccc21	3%	-36%	3%
Cc1cc(O)c(C)c(O)c1/C=N/NC(=O)c1cccnc1	?	?	nt
CC(=O)Nc1cccc(-c2ccnc3c2CC(C(=O)NCc2ccc(F)c(F)c2)O3)c1 (centres undefined)	3.3µM*	3.3µM*	nt
O=C1/C(=N\S(=O)(=O)c2cccs2)C([n+]2ccc(CCCc3ccccc3)cc2)=C([O-])c2ccccc21	-12%	-29%	1%
